Screening results: PubChem, Columbia University Molecular Screening Center
mHtt clearance: compounds clearing mutant huntingtin protein; HeLa Exon1htt(103Q)mCFP, aggregate imaging; zero = plate's median compound well; inhibition, % at 1.5 µM; 47,000 compounds, 0.42% hits;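 active means inhibition of aggregate fluorescence above about 70%, also judged a hit by eye on the cell image, limit read from the data, passing the limit was not always enough; inconclusive means no rule stated for this call; inactive means not judged a hit on image review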;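 further: cells exposed to compound for three days before fixation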
mHtt clearance grain fraction: second read-out of mHtt clearance, no call of its own (marks repeat the call); fraction fluorescence in grains; measured here: aggregate grain fluorescence fraction; hits give low values;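 scaled fraction of total cell fluorescence in grains with unit not stated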
Numbers without * were called inactive; i = inactive; ? = inconclusive; · = no result given. Some of the compounds tested, so the mix of outcomes need not match the whole.

(1) O=C(Nc1nnc(C2CCCCC2)s1)c1cccs1
(2) Cc1ccnc(NC(=O)CN(C)S(=O)(=O)c2cccc3nsnc23)c1
(3) COC(=O)/C(=C\Nc1ccc(OC)cc1)NC(=O)c1ccc(Cl)cc1Cl
(4) COc1ccccc1C(=O)NCCCN1CCCC1=O
(5) O=C(c1oc(=O)c2ccccc2c1-c1ccccc1)N1CCN(C2CCCCC2)CC1
(6) Cc1cc(C(=O)CSc2nnc(-c3ccc(F)cc3)o2)c(C)n1CC1CCCO1 (stereo not drawn)
(7) O=C(CCCn1c(=O)c2sccc2n(CC(=O)OCc2ccccc2)c1=O)NCc1ccco1
(8) Cc1cccc(Oc2coc3cc(OC(=O)c4cccs4)ccc3c2=O)c1
(9) CCOC(=O)CSc1nnc(CNC(=O)c2cccs2)n1-c1cc(C)ccc1C
(10) COc1ccccc1N1C(=O)CCC1(C#N)c1ccc(Br)cc1 (stereo not drawn)

entry no.	1	2	3	4	5	6	7	8	9	10
mHtt clearance	14	-25	-207	67	i	?	-5	31	50	3
mHtt clearance grain fraction	17	46	94	6.8	261	·	20	27	9.1	16

(11) CS(=O)(=O)c1ccccc1COC(=O)Nc1ccc(Cl)cc1
(12) CCCC(=O)c1cc2c(cc1NC(=O)c1cccs1)OCCO2
(13) CCOC(=O)N1CCC(NC(=O)c2ccc(NC(=O)C3CCCO3)cc2)CC1 (stereo not drawn)
(14) CCc1c(C(=O)Nc2ccncc2)csc1C
(15) CC(=O)C1=C(c2ccccc2)NC(=O)NC1c1ccccc1OCC#N (stereo not drawn)
(16) O=C(CCN1C(=O)C2C3C=CC(C3)C2C1=O)N1CCN(c2cccc(Cl)c2)CC1 (stereo not drawn)
(17) O=C(Nc1ccc2c(c1)OCCO2)c1cccc(S(=O)(=O)N2CCOCC2)c1
(18) CCOC(=O)Cn1c(=O)c2c(nc3n2CCN3Cc2ccccc2)n(C)c1=O
(19) COc1ccc2c(c1)C1(C)CC(C)(C)N2C(=O)N1c1ccccc1 (stereo not drawn)
(20) CCOc1ccccc1OC(=O)c1ccco1

entry no.	11	12	13	14	15	16	17	18	19	20
mHtt clearance	9	-11	-13	-56	21	12	-17	5	-86	13
mHtt clearance grain fraction	35	48	38	29	16	17	24	35	63	16

(21) CCOC(=O)c1sc(NC(=S)NC(=O)c2ccccc2Cl)c(C(=O)OCC)c1C
(22) Cc1cc(NC(=O)CSc2nnc(CNc3ccc(F)cc3)n2C2CCCCC2)no1
(23) O=C(OCn1ncc(Br)c(Br)c1=O)c1ccccc1Cl
(24) Cc1nnc(SCc2c(Cl)cccc2Cl)s1
(25) O=S(=O)(Nc1nc2ccccc2[nH]1)c1ccccc1
(26) CC(C)N(C(=O)NC(=O)NCC1CCCO1)S(C)(=O)=O (stereo not drawn)
(27) Cc1cccc(NC(=O)c2cccnc2)c1
(28) CC1CCc2nn(CC(=O)NCCN3CCOCC3)cc2C1 (stereo not drawn)
(29) Cc1cc(C)n2nc(SCc3cc(=O)oc4cc(O)ccc34)nc2n1
(30) COC(=O)C1(C)NC(c2cccs2)C2C(=O)N(c3ccc(F)cc3)C(=O)C21 (stereo not drawn)

entry no.	21	22	23	24	25	26	27	28	29	30
mHtt clearance	-4	34	15	3	-60	-5	18	3	29	20
mHtt clearance grain fraction	37	23	27	39	54	30	33	30	14	18

(31) CCn1cnc2cc(NCc3nc4ccccc4n3Cc3ccccc3)ccc21
(32) CC1(C)NC(=O)N(CC(O)COc2ccc(N3C(=O)c4ccccc4C3=O)cc2)C1=O (stereo not drawn)
(33) CCn1cc(C(=O)O)c(=O)c2cc(F)c(N3CCN(C(=O)Nc4ccccc4)CC3)cc21
(34) O=C(NCCN1CCOCC1)c1ccc(CS(=O)(=O)c2ccc(Cl)cc2)o1
(35) COc1cccc(C(=O)Nc2nc3c(s2)CN(C)CC3)c1
(36) Cc1ccc(CNC(=O)CSc2nc3ccsc3c(=O)n2NC(=O)c2ccccc2)cc1
(37) Nc1nc(-c2cccnc2)nn1C(=O)Cc1ccccc1
(38) Cc1ccc(NC(=O)CN(C)S(=O)(=O)c2cccc3nsnc23)cc1Cl
(39) c1ccc(-n2ncc3c(N4CCN(CCOc5cccc6ccccc56)CC4)ncnc32)cc1
(40) COCCN1C(=O)c2oc3c(C)cc(C)cc3c(=O)c2C1c1cccc(O)c1 (stereo not drawn)

entry no.	31	32	33	34	35	36	37	38	39	40
mHtt clearance	-29	1	6	-1	-18	16	34	-50	6	-1
mHtt clearance grain fraction	26	38	16	21	48	35	13	30	22	45

(41) COC(=O)CN1C(=O)C2(C(C#N)=C(N)Oc3ccccc32)C2=C1CC(C)(C)CC2=O (stereo not drawn)
(42) O=C(c1ccccc1)C1C(=O)c2ccccc2C1=O
(43) COc1ccc2nc(NC(=O)C3CCCN(S(=O)(=O)c4cccc5nsnc45)C3)sc2c1 (stereo not drawn)
(44) O=C(c1ccccc1)N1CC(COc2ccccc2)OC(c2ccco2)O1 (stereo not drawn)
(45) CC(NC(=O)C(Cc1ccccc1)N1C(=O)C2C3CCC(C3)C2C1=O)c1ccccc1 (stereo not drawn)
(46) Cc1ccc(NC(=O)CS(=O)CC(=O)N(c2ccc(C)cc2)C(C)C(=O)NC2CCCCC2)cc1 (stereo not drawn)
(47) O=c1ccc2ccc(OCc3nnc(-c4ccccc4Br)o3)cc2o1
(48) CC1(C)Cc2c(C#N)c(OCC(=O)c3ccc(Cl)cc3)nc(-c3ccco3)c2CO1
(49) c1cncc(-c2nnc3n2CCC3)c1
(50) CCCS(=O)(=O)N1CCCC(C(=O)NCCN(C)Cc2ccccc2)C1 (stereo not drawn)

entry no.	41	42	43	44	45	46	47	48	49	50
mHtt clearance	-55	17	-40	-4	66	37	-36	-2	-7	-27
mHtt clearance grain fraction	58	32	29	38	7	11	55	20	46	26

Later entries
Value order – mHtt clearance | mHtt clearance grain fraction
51: O=C(Nc1cccc(Br)c1)c1cc2ccccc2o1
  25 | 28
52: Cc1ccnc(NS(=O)(=O)c2ccc(NC(=O)c3ccc(C)o3)cc2)n1
  -3 | 18
53: COc1ccc(NC(=O)N2CCC(C(=O)c3ccc(F)cc3)CC2)cc1
  12 | 34
54: CCOC(=O)N1CCN(C(=O)N2CCOCC2)CC1
  -68 | 30
55: Cc1nc(SCC(=O)N2CCC(C(N)=O)CC2)n[nH]1
  8 | 17
56: CCCC(=O)c1cc2cc(Cl)ccc2oc1=O
  -4 | 32
57: COc1ccc(CNC(=O)CSc2nc3nc(C)cc(C)n3n2)cc1
  -2 | 37
58: Cc1ccccc1-c1nc2ccccc2o1
  -54 | 32
59: CCOc1ccc(N2C(=O)CC(N3CCc4ccccc43)C2=O)cc1 (stereo not drawn)
  27 | 17
60: COc1cccc(Nc2c(F)c(OC)c(F)c(F)c2C(=O)O)c1
  -11 | 45
61: Nn1cc(-c2ccccc2)nc1SCC(=O)NCCN1C(=O)CSC1=O
  -37 | 48
62: Cc1[nH]c(=S)[nH]c(=O)c1Cc1ccccc1
  -44 | 28
63: COC(=O)c1cc(=O)nc2sc(-c3ccc(F)cc3)nn12
  36 | 12
64: O=C1Nc2cc(Cl)ccc2C1(N1CCNCC1)C(F)(F)F (stereo not drawn)
  -32 | 45
65: O=C(CSc1n[nH]c(-c2cccs2)n1)NCc1cccs1
  8 | 19
66: CCCOC(=O)c1ccc(NC(=O)c2ccoc2C)cc1
  44 | 9.3
67: C=CCNC(=O)c1ccccc1NC(=O)Nc1ccccc1
  17 | 16
68: COc1ccc(Br)cc1-c1noc(-c2ccccc2)n1
  6 | 18
69: O=C(Nc1ccc(S(=O)(=O)N2CCc3ccccc32)cc1)c1ccc2c(c1)OCO2
  -11 | 24
70: CCOC(=O)c1[nH]c(C)c(C(=O)NC2CCCC2)c1C
  -32 | 65
71: CCOC(=O)n1c(=O)oc2ccccc21
  13 | 18
72: N=c1oc2c3c4c(cc2cc1C(=O)Nc1ccccc1)CCCN4CCC3
  63 | 6.2
73: CC1(C)Cc2c(c(-c3ccccc3Cl)[nH]c(=O)c2C#N)CO1
  -54 | 30
74: CS(=O)(=O)NC1c2cccc3cccc(c23)C1Sc1nncn1/N=C/c1ccco1 (stereo not drawn)
  9 | 35
75: Cc1ccc(NC(=O)CS(=O)CC(=O)NC2CCN(Cc3ccccc3)CC2)c(C)c1 (stereo not drawn)
  -16 | 25
76: COC(=O)c1cc(NC(=O)C2CC2)cc(C(=O)OC)c1
  18 | 17
77: Cn1c(-c2sc3cc(C(F)(F)F)cnc3c2-c2ccccc2)n[nH]c1=S
  -87 | 37
78: N#CC1=C(N)SC(N)=C(C#N)C1c1ccoc1
  15 | 17
79: Cc1cccc(N2C(=O)c3cccc4c(N(C)CCO)ccc(c34)C2=O)c1
  11 | 30
80: CCOC(=O)N1CCC(Nc2c(NCCCN3CCN(CC)CC3)c(=O)c2=O)CC1
  -14 | 24
81: CC1CCCN(Cc2nc3c(c(=O)n(C)c(=O)n3C)n2CCCc2ccccc2)C1 (stereo not drawn)
  -15 | 51
82: COc1cccc(NC(=O)c2ccc3snnc3c2)c1
  -56 | 30
83: O=C(CSc1nnc(CNC(=O)c2c(F)cccc2Cl)o1)Nc1ccccc1
  -27 | 48
84: Cc1ccc(C(=O)c2c[nH]cc2-c2ccccc2)cc1
  -42 | 28
85: Cc1cc(C)c(OCC(=O)Nc2ccc3c(c2)OCO3)cc1C
  22 | 15
86: Cc1nc2c(cnn2-c2ccc(Cl)cc2)c(=O)n1-c1ccc(N2CCC(C)CC2)cc1
  41 | 27
87: O=C(CN(C(=O)CNS(=O)(=O)c1ccccc1)C1CCCC1)NCC1CCCO1 (stereo not drawn)
  -16 | 40
88: c1csc(CNc2nc3ccccc3n2CCN2CCOCC2)c1
  7 | 22
89: O=C1c2[nH]nc(-c3ccccc3O)c2C(c2ccc(F)cc2)N1CC1CCCO1 (stereo not drawn)
  18 | 35
90: CN(Cc1ccncc1)C1CC(=O)N(c2ccc(Cl)cc2)C1=O (stereo not drawn)
  -7 | 22

Ordered by molecular weight (rising): three of the compounds above.
Value order – mHtt clearance | mHtt clearance grain fraction
88: c1csc(CNc2nc3ccccc3n2CCN2CCOCC2)c1
  7 | 22
83: O=C(CSc1nnc(CNC(=O)c2c(F)cccc2Cl)o1)Nc1ccccc1
  -27 | 48
87: O=C(CN(C(=O)CNS(=O)(=O)c1ccccc1)C1CCCC1)NCC1CCCO1 (stereo not drawn)
  -16 | 40

The results go on.
Value order – mHtt clearance | mHtt clearance grain fraction
91: COc1ccc(Br)cc1-c1noc(-c2ccccc2F)n1
  30 | 14
92: CCn1cc(C(=O)N2CC=C(c3ccccc3)CC2)c(=O)c2ccc(C)nc21
  23 | 31
93: CC(C)N(C(=O)CSc1nc2c([nH]1)c(=O)n(C)c(=O)n2C)c1ccccc1
  43 | 23
94: CCCN(CC(=O)c1cc(C)n(C)c1C)S(=O)(=O)c1cccc(C(F)(F)F)c1
  30 | 27
95: CCCN(C#N)c1nc(NCC)nc(NC(C)C)n1
  -26 | 51
96: Cc1cc(/C=N\O)c(C)n1-c1ccncc1
  -3 | 39
97: COc1ccccc1N1CCN(S(=O)(=O)c2cccc(F)c2)CC1
  30 | 13
98: CCOC(=O)N1CCN(C(=O)c2ccc3c(=O)n(CCC4=CCCCC4)c(=O)[nH]c3c2)CC1
  -59 | 49
99: O=c1cc(-c2ccccc2)nc2nc(-c3ccco3)[nH]n12
  -24 | 22
100: CC1(C)Cc2c(sc3c2C(=O)N(c2ccccc2)C2=NCCN23)CS1
  7 | 37

Entries listed so far with an aryl methoxy group (13):
Value order – mHtt clearance | mHtt clearance grain fraction
3: COC(=O)/C(=C\Nc1ccc(OC)cc1)NC(=O)c1ccc(Cl)cc1Cl
  -207 | 94
4: COc1ccccc1C(=O)NCCCN1CCCC1=O
  67 | 6.8
10: COc1ccccc1N1C(=O)CCC1(C#N)c1ccc(Br)cc1 (stereo not drawn)
  3 | 16
19: COc1ccc2c(c1)C1(C)CC(C)(C)N2C(=O)N1c1ccccc1 (stereo not drawn)
  -86 | 63
35: COc1cccc(C(=O)Nc2nc3c(s2)CN(C)CC3)c1
  -18 | 48
43: COc1ccc2nc(NC(=O)C3CCCN(S(=O)(=O)c4cccc5nsnc45)C3)sc2c1 (stereo not drawn)
  -40 | 29
53: COc1ccc(NC(=O)N2CCC(C(=O)c3ccc(F)cc3)CC2)cc1
  12 | 34
57: COc1ccc(CNC(=O)CSc2nc3nc(C)cc(C)n3n2)cc1
  -2 | 37
60: COc1cccc(Nc2c(F)c(OC)c(F)c(F)c2C(=O)O)c1
  -11 | 45
68: COc1ccc(Br)cc1-c1noc(-c2ccccc2)n1
  6 | 18
82: COc1cccc(NC(=O)c2ccc3snnc3c2)c1
  -56 | 30
91: COc1ccc(Br)cc1-c1noc(-c2ccccc2F)n1
  30 | 14
97: COc1ccccc1N1CCN(S(=O)(=O)c2cccc(F)c2)CC1
  30 | 13
